Screening results from PubChem BioAssay.
CSN deneddyl inh: CSN deneddylation inhibition; Q92905; Purified CSN, SCF-Nedd8-OG deneddylation, fluorescence polarization; inhibition, % at 12.5 µM; 0.38% of 360,000 active; AID 651999;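 active = pattern-corrected inhibition above about 35%, with an unprinted fluorescence ratio check between 0.5 and 1.5, limit read from the data, passing the limit was not always enough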;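 also: 0% = enzyme with substrate and 100% = substrate without enzyme; some results filed as inactive read as strong as hits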
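Material: human Csn5 produced in HEK293T cells; Input: enzyme 0.24 nM; Reagent: SCFSkp2-Nedd8OG substrate at 10 nM final; Dosing: 12.5 µM compound; Incubation: 90 min reaction at room temperature; Detection: fluorescence polarization of the substrate; Evaluation: % inhibition of substrate cleavage by Csn5; Control set: substrate-only high control, full reaction low control.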
MLLE-PAM2 inh: inhibitors of microRNA-mediated deadenylation, human PABP1 MLLE binding | AID 588489 | inhibition, % at 20 µM | GST-MLLE / FITC-PAM2 fluorescence polarization | 0.36% of 360,000 active | P11940; in the data active = inhibition above about 35%, passing the limit was not always enough;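 also: plate controls were DMSO wells with GST-MLLE for no effect and wells lacking GST-MLLE protein for full effect; some results filed as inactive read as strong as hits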
Rin1-Abl PPI inh: blocks binding of human Rin1 to Abl | 0.4% of 360,000 active | TR-FRET Rin1/Abl binding, biochemical | P00519+Q13671 | inhibition, % at 7.35 µM; in the data active = inhibition above about 5%, passing the limit was not always enough
bovine MsrA act: bovine methionine sulfoxide reductase A activation; purified bovine MsrA, absorbance read-out; activation, % at 10.6 µM; 0.3% of 360,000 active; in the data active = activation above about 7.5%;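 also: 0% = vehicle and 100% = reference activator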
MT1-MMP act inh: blocks activation of human MT1-MMP | 0.061% of 360,000 active | HT1080 RFP-PRO-GFP cells, GFP/RFP ratio fluorescence, overnight; percent of plate control window, DMSO zero | P50281 | GFP/RFP ratio change, % at 20 µM | AID 651647;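 active = GFP/RFP ratio change of at least 30% with cell ATP level not reduced by more than half and red fluorescence within 50% of control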; also: strong numbers were not always called active
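Assay system: HT1080 RFP-PRO-GFP cells | Dosing: 20 µM single dose, 1% DMSO | Incubation: Cells overnight before dosing, compound overnight, 37 °C, 5% CO2 | Evaluation: GFP/RFP fluorescence ratio | Control set: DMSO-only wells and HT1080 RFP-L50D-GFP cell wells as references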
FAS TE block: inhibitors of human fatty acid synthase thioesterase domain. 0.67% of 360,000 active. recombinant FAS-TE, OMFH fluorogenic substrate, fluorescence endpoint. inhibition, % at 15 µM;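 active = compounds whose normalised, plate-corrected inhibition of enzyme fluorescence in the single-dose primary screen is 50% or more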;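 also: 0% = DMSO with enzyme and 100% = substrate without enzyme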
Rpn11 block: Rpn11 (human) deubiquitinase inhibition. O00487. human 26S proteasome, Ub4-pepOG fluorescence polarization; 20S core pre-blocked with epoxomicin. calls only at 20 µM. 0.59% of 360,000 active. AID 588493;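 active = inhibition at 20 µM, scaled to each plate's controls, above about 33%, limit read from the data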
MsrA inhibitor: inhibits bovine methionine sulfoxide reductase A; 0.75% of 360,000 active; purified bovine MsrA, absorbance read-out; inhibition, % at 15.5 µM; in the data active = inhibition above about 4.5%;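 also: 0% = vehicle wells with enzyme and 100% = reference inhibitor wells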
E coli Lon inh: inhibits E. coli Lon protease; purified E. coli Lon protease, fluorescence polarization; P0A9M0; inhibition, % at 7.94 µM; 0.42% of 360,000 active; AID 602123; in the data active = inhibition above about 13%, passing the limit was not always enough;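 also: 0% = enzyme with probe and DMSO and 100% = no enzyme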
Active calls of the source: *; i = inactive; x = no result given.

SMILES	CSN deneddyl inh	MLLE-PAM2 inh	Rin1-Abl PPI inh	bovine MsrA act	MT1-MMP act inh	FAS TE block	Rpn11 block	MsrA inhibitor	E coli Lon inh
CCN(CC)S(=O)(=O)c1ccc(N2CCCC2)c(NC(=O)c2ccc(N3CCCC3=O)cc2)c1	-3	3	1	-5	2	0	i	0.4	7
Cc1ccnc(NC(=O)c2cccc(NC(=O)CC3SC(N4CCCCC4)=NC3=O)c2)c1 (stereo not given)	0	15	-1	-2	2	-5	i	-0.3	6
O=C(Nc1ccccc1C(=O)NC(Cc1ccccc1)C(=O)O)c1ccccc1 (stereo not given)	-2	3	-2	-3	-6	0	i	-1.0	4
O=C(c1[nH]c(C(F)(F)F)nc1-c1ccccc1)N1CCN(c2cccc(C(F)(F)F)n2)CC1	-1	5	3	0	9	-7	i	0.6	-1
NC(=O)CC(NC(=O)Cc1cccc2ccccc12)c1ccc(NCc2ccc(F)c(F)c2)c([N+](=O)[O-])c1 (stereo not given)	32	-24	-1	-1	8	-1	i	0.1	-18
CCOC(=O)c1cnc2ccc(OCC)cc2c1NCc1ccccc1	-1	-3	1	0	-18	23	i	-2.0	-9
O=C(Nc1nnc(SCC(=O)N2CCCCC2)s1)c1ccc(F)cc1F	-2	17	5	-1	-2	-6	i	-0.5	0
Cc1ccc(-c2ccc(=O)n(CC(=O)NCc3ccco3)n2)cc1	3	-7	0	-7	3	-4	i	-0.5	7
COc1cccc(NC(=O)Nc2nnc(Cc3ccccc3)s2)c1	2	12	0	-2	5	2	i	-1.3	5
Nc1c(N(C(=O)Nc2ccc(Cl)c(Cl)c2)C2CCCC2)c(=O)[nH]c(=O)n1Cc1ccccc1	-8	-10	0	0	-18	0	i	-0.3	-8
NC(=O)C1CCN(C(=O)/C=C/c2ccccc2[N+](=O)[O-])CC1	1	10	-2	-3	7	-4	i	-0.8	-11
CCOC(=O)CSc1cc(C)nc(NC(C)=O)n1	-2	9	-3	-3	-2	-3	i	0.9	-4
CCN(CC(=O)Nc1ccccc1C(F)(F)F)C(=O)Cc1ccccc1	-2	4	2	-1	0	-5	i	0.8	-2
O=C(O)c1ccc(C=C(c2nc3ccccc3s2)c2nc3ccccc3s2)cc1	27	-26	-1	-6	-2	6	i	0.8	3
CC1CC(=O)Nc2ccccc2N1C(=O)Nc1ccccc1 (stereo not given)	4	-4	1	0	3	-3	i	-1.2	-4

An excerpt of these results, in CSV form:
molecule,CSN deneddyl inh,MLLE-PAM2 inh,Rin1-Abl PPI inh,bovine MsrA act,MT1-MMP act inh,FAS TE block,Rpn11 block,MsrA inhibitor,E coli Lon inh
COc1cccc(NC(=O)Nc2nnc(Cc3ccccc3)s2)c1,2,12,0,-2,5,2,i,-1.3,5
Nc1c(N(C(=O)Nc2ccc(Cl)c(Cl)c2)C2CCCC2)c(=O)[nH]c(=O)n1Cc1ccccc1,-8,-10,0,0,-18,0,i,-0.3,-8
NC(=O)C1CCN(C(=O)/C=C/c2ccccc2[N+](=O)[O-])CC1,1,10,-2,-3,7,-4,i,-0.8,-11
CCOC(=O)CSc1cc(C)nc(NC(C)=O)n1,-2,9,-3,-3,-2,-3,i,0.9,-4
CCN(CC(=O)Nc1ccccc1C(F)(F)F)C(=O)Cc1ccccc1,-2,4,2,-1,0,-5,i,0.8,-2
O=C(O)c1ccc(C=C(c2nc3ccccc3s2)c2nc3ccccc3s2)cc1,27,-26,-1,-6,-2,6,i,0.8,3
CC1CC(=O)Nc2ccccc2N1C(=O)Nc1ccccc1 (stereo not given),4,-4,1,0,3,-3,i,-1.2,-4

Additional results follow:
SMILES	CSN deneddyl inh	MLLE-PAM2 inh	Rin1-Abl PPI inh	bovine MsrA act	MT1-MMP act inh	FAS TE block	Rpn11 block	MsrA inhibitor	E coli Lon inh
Cc1ccc(Oc2coc3cc(OC(=O)c4cccs4)ccc3c2=O)cc1	4	-9	-3	-13	6	26	i	1.0	7
COc1ccc(CNC(=S)NC(C)CCc2ccccc2)cc1 (stereo not given)	-12	-49	1	4	2	11	i	-1.1	-8
O=C(CSc1nnc(-c2ccc(Cl)cc2)o1)NNC(=O)c1ccncc1	0	-104	-5	-1	2	-6	i	-0.3	-4
Cc1nc2ccc(NC(=O)C3(C)CCCN(C(C)C)C3)cc2o1 (stereo not given)	0	-5	-1	-4	1	-6	i	3.9	-5
CCc1cc(CNC(=O)CCc2nnc(CCCc3ccccc3)o2)on1	-2	12	-1	-2	2	-1	i	-0.2	9
CCn1c(=O)n(CC)c2cc(S(=O)(=O)N3CCOCC3)ccc21	-2	5	-5	-2	-1	-4	i	-0.7	-6
CC1CN(S(=O)(=O)c2cccc(C(=O)N=c3sccn3C)c2)CC(C)O1 (stereo not given)	2	-8	5	-8	4	-6	i	3.7	-7
CC(=O)Nc1ccc(/C=N/NS(=O)(=O)c2cc(C)ccc2C)cc1	-7	-33	-2	-9	11	-4	i	0.8	-3
O=C1CC(=C2c3ccccc3-c3ccccc32)C(=O)N1CCN1CCN(c2cccc(Cl)c2)CC1	-4	7	5	-4	5	16	i	3.3	0
COc1cc(/C=N\NC(=O)c2ccc(Cn3nc([N+](=O)[O-])c(Cl)c3C)o2)ccc1O	-5	-2	-6	-5	1	9	i	3.4	-2
Cc1cc(C)nc(N=Nc2c(O)n(Cc3ccc(Cl)cc3)c3ccccc23)n1	-7	-2	2	-3	-1	25	i	-0.7	-10
CC1=NN(c2nc(C)cc(C)n2)C(=O)C1CCC(C)C (stereo not given)	-3	1	3	-15	1	-5	i	1.1	5
CCN(CC)C(=O)CSC1c2ccccc2C(=O)N1c1ccccc1 (stereo not given)	0	13	-5	1	-1	-4	i	x	-6
CCOc1ccc2oc(C(=O)Nc3cc(C)ccn3)c(C)c2c1	2	13	-1	-1	-6	11	i	-0.8	9
COC(=O)C(Cc1ccc(O)cc1)NC(=O)C12CC3CC(CC(C3)C1)C2 (stereo not given)	4	4	3	-1	2	-2	i	-0.1	-1
S=c1[nH]nc(COc2ccccc2)n1/N=C/c1ccncc1	4	-92	3	-9	0	-4	i	-0.1	-3
COc1ccc(/C=N/NC(=O)c2cc(-c3ccc4c(c3)OCO4)n[nH]2)cc1OC	-5	-2	-2	-1	10	-4	i	0.9	2
Cc1ccccc1-c1cc2nc(Nc3ccc(F)cc3)n(C)c(=O)c2s1	-1	-5	-21	0	6	24	i	0.2	-8
COc1ccccc1C(=O)NC(=O)CSc1nc(C)cs1	-2	18	1	-7	-1	-6	i	-0.3	-19
CC(=O)C1=C(O)C(=O)N(Cc2cccnc2)C1c1ccc(Cl)cc1Cl (stereo not given)	-7	1	3	-14	0	-10	i	2.4	-6
COc1cccc(/C=N/n2cnc3c(cnn3-c3ccccc3)c2=O)c1	-6	6	0	-2	2	20	i	-0.1	1
COc1ccc(S(=O)(=O)Nc2ccc3c(c2)OCO3)cc1	3	8	2	-2	4	-3	i	0.1	4
CC(/C=C/c1ccc2c(c1)OCO2)=N/NC(=O)CNc1ccc(C)cc1	-2	4	-4	-14	4	-4	i	2.6	-7
O=C(c1ccccc1)n1ccn(-c2ccccc2)c1=S	7	-3	-6	-3	-3	3	i	1.5	-6
COc1ccc(CC(=O)N2CCC(n3nccc3NC(=O)C3CCOC3)CC2)cc1 (stereo not given)	-2	9	0	-2	3	-7	i	0.3	-5
O=C(Cc1noc2ccccc12)NNC(=S)Nc1ccc(Cl)cc1	-5	34	-3	0	-1	3	i	0.8	-7
COc1ccc(C2Nc3ccccc3C(=O)N2Cc2ccco2)cc1COc1ccc([N+](=O)[O-])cc1 (stereo not given)	0	-8	-1	-7	-3	28	i	2.9	-1
CCOC(=O)c1c(/N=C/N(C)C)sc(/C=N/Nc2ccccc2)c1-c1ccccc1Cl	11	-23	-6	-3	-12	14	i	2.8	2
CCn1c(SCc2cccnc2)nc2c1c(=O)n(C)c(=O)n2C	-6	-5	0	-3	-1	-3	i	-0.1	-7
O=C(Cn1cc(COc2ccc3ccccc3c2)nn1)NS(=O)(=O)c1cccc(OC(F)F)c1	3	4	0	-6	-9	0	i	-0.1	4
NNC(=O)c1sc2cc(C(F)(F)F)cnc2c1-c1ccccn1	0	0	3	-2	0	-5	i	-1.6	-4
O=C(COC(=O)c1ccc[nH]c1=O)NC1CCCCCCC1	-2	3	-4	-6	1	-5	i	0.3	19
CCOC(=O)c1sc(SCC(=O)Nc2ccc(N(C)C)cc2)nc1N	2	14	0	-4	-4	0	i	2.6	-7
COC(=O)N/N=C\c1cc(Br)ccc1OCc1ccccc1	-2	1	-2	-3	-1	16	i	1.4	2
O=C(NCCc1c[nH]c2ccccc12)c1ccc2[nH]c(=O)c(=O)[nH]c2c1	-3	-17	3	-1	-1	1	i	-0.4	2
CCc1ccc(/C(C)=N/NC(=O)C(O)c2ccccc2)s1 (stereo not given)	-3	3	0	-2	-1	-1	i	0.4	-4
COc1ccc2cc(C3C(C#N)=C(N)OC(C)=C3C(C)=O)c(Cl)nc2c1 (stereo not given)	7	-2	-3	-3	-14	-4	i	2.4	-1
Cc1cc(OC(=O)c2cc([N+](=O)[O-])ccc2Cl)c([N+](=O)[O-])c(=O)[nH]1	1	-10	-1	0	0	-2	i	-0.1	-7
CC12CCC(=O)N1C(C(=O)Nc1nnc(SCc3ccc(F)cc3)s1)CS2 (stereo not given)	0	-2	2	-3	-5	-1	i	0.6	3
COc1ccc(S(=O)(=O)Cc2ccc(C(=O)NCCCN(C)c3ccccc3)o2)cc1	0	3	-3	1	1	4	i	-0.6	10
CN(C)c1nc(NCc2ccccc2)nc(N/N=C/c2ccc(Cl)cc2Cl)n1	2	-1	1	-2	0	7	i	2.3	-6
Cc1c(C(=O)O)oc2ccc3c(c12)C(O)CC(C)(C)O3 (stereo not given)	-2	-10	-1	-2	8	-1	i	1.1	-1
COc1ccc(/C(N)=N/OC(=O)c2cccc([N+](=O)[O-])c2C)cc1OC	3	15	1	-1	-5	1	i	x	-7
COc1ccc(-n2c(=S)[nH]c3cc(C(=O)NCCCN4CCOCC4)ccc3c2=O)c(OC)c1	-4	-4	-4	-3	2	-2	i	-0.7	-6
CCC/C=C/c1ccc(CN2C(C(C)C)C(=O)N(Cc3cn(CC4CCCCC4)nn3)CCS2(=O)=O)cc1 (stereo not given)	-2	-5	-1	0	-2	20	i	0.6	-3
CCOC(=O)c1ccc(-n2[nH]c(-c3ccccc3)cc2=O)cc1	2	25	-2	-2	-10	0	i	0.7	0
Cc1ccc(CN2CC34C=CC(O3)C(C(=O)NCc3ccco3)C4C2=O)cc1 (stereo not given)	9	-9	0	-2	0	-9	i	1.4	2
CC(=O)c1ccc(N2CCN(C(=S)Nc3ccccc3C(F)(F)F)CC2)cc1	-2	-23	3	-3	2	1	i	4.0	-1
O=C(COC(=O)C1CC2C=CC1C2)Nc1ccccc1[N+](=O)[O-] (stereo not given)	4	-2	-1	0	1	8	i	-1.3	2
COc1ccc(CCC(=O)Nc2nc3ccccc3[nH]2)cc1	-6	2	-1	0	0	-6	i	0.4	5
O=C(Nn1cc(C(=O)Nc2ccccc2F)c2ccccc2c1=O)c1cnccn1	6	12	0	-4	0	-4	i	1.5	-10
CCOc1cc(NC(=S)NCCCN2CCOCC2)c(OCC)cc1NC(=O)c1cccs1	-1	17	0	3	-1	-2	i	0.7	-1
Cc1c(O)ccc2c(-c3ccccc3)cc(=O)oc12	0	-2	3	-6	-27	10	i	41*	-9
CCCCCCn1c(C(C)NC(=O)c2ccco2)nc2ccccc21 (stereo not given)	3	1	-1	-1	-1	3	i	-1.0	-11
